Screening data (PubChem)
EPAC2 antag = EPAC2 (human) antagonism; Q8WZA2; EPAC2 GEF exchange of Rap1B-BODIPY-GDP, fluorescence; Potency, µM (highest dose often 114 µM), without a hit: at the highest dose activity, negative = inhibition, hits mostly inhibitors; 360,000 compounds, 0.18% hits; further: on the % scale 0 is the no-effect control and ±100 the full control effect; nearly all actives have a fitted effect of over 45% in size; many of its hits are not listed in these tables
Target sequence (Q8WZA2 whole entry, looked up): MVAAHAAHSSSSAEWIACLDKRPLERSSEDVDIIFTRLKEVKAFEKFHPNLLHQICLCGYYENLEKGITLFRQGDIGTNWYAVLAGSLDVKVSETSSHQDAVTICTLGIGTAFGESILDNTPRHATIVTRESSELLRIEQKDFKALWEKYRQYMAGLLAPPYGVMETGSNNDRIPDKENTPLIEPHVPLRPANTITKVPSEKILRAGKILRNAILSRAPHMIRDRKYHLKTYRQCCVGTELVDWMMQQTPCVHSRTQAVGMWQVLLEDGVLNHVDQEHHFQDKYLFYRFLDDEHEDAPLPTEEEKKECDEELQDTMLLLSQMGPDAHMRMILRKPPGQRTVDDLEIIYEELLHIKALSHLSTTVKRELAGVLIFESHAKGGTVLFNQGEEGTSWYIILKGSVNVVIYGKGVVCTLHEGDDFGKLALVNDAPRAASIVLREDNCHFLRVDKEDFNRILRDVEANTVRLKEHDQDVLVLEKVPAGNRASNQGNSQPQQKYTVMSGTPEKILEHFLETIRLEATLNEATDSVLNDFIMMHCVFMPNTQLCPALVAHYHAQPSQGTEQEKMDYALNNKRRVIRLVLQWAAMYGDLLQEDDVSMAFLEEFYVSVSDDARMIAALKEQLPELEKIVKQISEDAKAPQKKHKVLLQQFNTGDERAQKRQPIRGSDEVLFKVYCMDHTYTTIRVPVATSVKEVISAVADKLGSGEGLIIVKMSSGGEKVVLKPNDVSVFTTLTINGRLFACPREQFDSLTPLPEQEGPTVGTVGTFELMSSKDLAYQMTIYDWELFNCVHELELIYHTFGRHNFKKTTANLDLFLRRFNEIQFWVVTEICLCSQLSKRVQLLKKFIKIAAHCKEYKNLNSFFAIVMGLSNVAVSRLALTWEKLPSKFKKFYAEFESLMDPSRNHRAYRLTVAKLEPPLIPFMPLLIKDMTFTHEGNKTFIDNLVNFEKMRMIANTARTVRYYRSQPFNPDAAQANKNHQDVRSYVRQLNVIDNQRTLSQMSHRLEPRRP
aSyn rescue = rescues yeast growth from alpha-synuclein toxicity | AID 652106 | Yeast expressing alpha-synuclein, growth rescue, BacTiter-Glo, 24 h | Potency, µM (titrated, usually from 46.1 µM), inactives show top-dose growth rescue (activation), hits mostly activators | 370,000 compounds, 0.14% hits; further: % of control where 0% means no effect; nearly all actives have a fitted effect of over 65% in size
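Readout is rescue of growth in alpha-synuclein-expressing yeast, so inhibitors of toxicity appear as activators. Growth after 24 hr at 30 deg C in galactose medium is quantified by luminescence.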
EPAC1 ag = activates human EPAC1 exchange factor | Potency, µM (titrated, usually from 154 µM), inactives show at the top dose activation, actives largely listed as activators | 360,000 compounds, 0.073% hits | EPAC1 agonist qHTS, biochemical assay; response scale: 100% = response to 6.5 mM cAMP | O95398; further: nearly all actives have a fitted effect of over 60% in size
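Normalized to 6.5 mM cAMP, activity reflects EPAC1-catalysed release of BODIPY-GDP from Rap1B, followed kinetically over 30 min at 480 nm excitation, 540 nm emission. Reaction contained 100 nM EPAC1, 250 nM Rap1B-BODIPY-GDP, 50 uM GDP.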
EPAC1 antag = blocks human EPAC1 exchange factor | O95398 | EPAC1 GEF assay, Rap1b-BODIPY-GDP exchange fluorescence | Potency, µM (highest dose often 115 µM), for the others: at the top dose activity change, negative = inhibition, usual class: inhibitors | 360,000 compounds, 0.14% hits;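 further: plate controls were vehicle for no effect and positive control for full effect; nearly all actives have a fitted effect of over 50% in size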
PTHR1 ag = agonists of human PTHR1 parathyroid hormone receptor. Q03431. HEK293 GP2 PTHR1 cells, GloSensor cAMP luminescence, 1 h. Potency, µM (series often up to 115 µM), without a hit: top-dose activation, usual class: activators. 410,000 compounds, 0.075% hits. AID 743266; further: nearly all actives have a fitted effect of over 55% in size; some results filed as inactive show a strong effect at the top dose; inactives centre near -15; many of its hits are not listed in these tables
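HEK-293-derived GP2 cells expressing PTHR1 and a GloSensor cAMP reporter, 3,000/well, plated overnight, given luciferin plus IBMX (each 0.5 mM as added) for 1 h at 37 °C, then compound for 1 h at 37 °C. Luminescence was read after 15 min at room temperature.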
TDP-43 yeast inh = inhibitors of TDP-43 toxicity in yeast; TDP-43 expressing yeast growth rescue, BacTiter-Glo, 24 h; 410,000 compounds, 1.8% hits; Potency, µM (doses to about 46.1 µM), inactives show top-dose growth rescue (activation), actives largely listed as activators; further: % of control where 0% means no effect; nearly all actives have a fitted effect of over 50% in size
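Cell-based yeast growth screen: TDP-43 expression induced in galactose, inoculum OD600=0.02 after raffinose pregrowth to mid-log. Read-out BacTiter-Glo luminescence at 24 hr, 30 deg C; inhibition of toxicity seen as signal increase.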
FUS suppressor = FUS proteinopathy suppression in yeast. S. cerevisiae FUS-expressing, growth rescue, OD600, 24 h. Potency, µM (top dose mostly 76.6 µM), inactives show at the top dose growth rescue (activation), hits mostly activators. 390,000 compounds, 0.24% hits. AID 1347120;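 further: plate controls were DMSO vehicle for no effect and reference control for full effect; nearly all actives have a fitted effect of over 55% in size; some results filed as inactive show a strong effect at the top dose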
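Compound concentration series was pinned onto galactose-induced FUS-expressing yeast seeded at OD 0.005. Plates sat 24hr at 30C; absorbance at 600 nm gave growth. DMSO served as background control.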
EPAC2 agonist = agonists of human EPAC2 (RAPGEF4) | Potency, µM (series often up to 154 µM), inactives show at the highest dose activation, hits mostly activators | EPAC2 activation, biochemical qHTS; response scale: 100% = 6.5 mM cAMP response | AID 720711 | 360,000 compounds, 0.079% hits | Q8WZA2; further: nearly all actives have a fitted effect of over 50% in size
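Fluorescence exchange assay: 100 nM EPAC2 with 250 nM RAP1B-BODIPY-GDP and 50 uM GDP; compounds tested as a concentration-titration series (qHTS). Loss of Rap1-bound BODIPY-GDP fluorescence read at 480/540 nm; data normalized to 6.5 mM cAMP.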
Active calls of the source: *; i = inactive; ? = inconclusive; . = not tested or not shown; & = joins results of further samples; [ ] = dose if it differs, or a comment. The call rests on the fitted dose curve; in most records, active means well fitted curve in the direction sought with a large enough effect; inconclusive means small, poorly fitted or top-dose-only effect, or another doubt; inactive means no such curve, though single readings can be large; an effect the other way counts as inactive or inconclusive. Potency means the concentration at half of the fitted maximal effect. This is a subset; rates above refer to the full screens.

SMILES | EPAC2 antag | aSyn rescue | EPAC1 ag | EPAC1 antag | PTHR1 ag | TDP-43 yeast inh | FUS suppressor | EPAC2 agonist
COc1ccc(NC(=O)C(CCSC)NC(N)=O)cc1NS(=O)(=O)c1ccc(F)cc1 (configuration not stated) | 16% | 7% | -7% | -18% | i | 10% | 9% | -8%
CSc1ncccc1C(=O)Nc1ccc2nc(C)sc2c1 | -4% | 7% | 12% | -19% | i | ? | -32% | 12%
COc1ccc(S(=O)(=O)NN(C)C(=O)c2nn(-c3ccccc3)ccc2=O)cc1 | 5% | 1% | 8% | 10% | -13% | -3% | 24% | 15%
O=[N+]([O-])c1ccc(Cl)c(S(=O)(=O)n2ccnc2)c1 | 0% | 9% | -2% | 3% | -6% | -3% | -14% | -1%
Cc1ccc(NC(=O)Cc2nnc(SCC(=O)Nc3ccc(N4CCOCC4)cc3)n2C)cc1 | 1% | -1% | 8% | -31% | -14% | -4% | 4% | 3%
CC1=C(C(=O)OCc2ccccc2)C(c2ccc(C)o2)C2=C(CCCC2=O)N1 (configuration not stated) | -28% | 6% | -1% | -7% | -8%[57.5 µM] | 9% | 4% | 4%
COC(=O)C1CC(=O)N(CCc2c[nH]c3ccccc23)C1 (configuration not stated) | 7% | -1% | -8% | 6% | i | 0% | -11% | -3%
CCN(CC(=O)Nc1ccccc1OC)C(=O)CC1CC2CCC1C2 (configuration not stated) | -2% | 7% | -12% | -4% | -8% | 8% | . | 13%
COC(=O)c1cc2oc3ccccc3c2n1Cc1ccccn1 | -29% | -20% | 5% | -10% | -13%[57.5 µM] | 13µM* | 5% | 10%
Cc1cccc(-n2c(O)c(C=NCc3ccccn3)c3ccccc3c2=O)c1 | -9% | 13% | 11% | -23% | -36% | 13% | 25% | 16%
C/C(=C\c1ccccc1F)C(=O)c1c(C)cc(C)[nH]c1=O | 7% | -5% | -1% | -12% | -25% | -13% | 23% | 16%
Cc1cnc(C(=O)NCC(c2ccccc2)c2ccccc2)cn1 | 2% | 3% | 8% | -23% | 11% | -12% | 1% | 5%
Cn1c(SCCc2ccc([N+](=O)[O-])cc2)nccc1=O | -5% | 12% | 1% | 4% | i | ? | 4% | 7%
COc1ccc(C(=O)c2c3ccc([N+](=O)[O-])cc3[n+]([O-])n2CCCN)cc1 | -2% | -1% | -18% | -6% | -6% | -4% | -2% | 4%
CC(C)c1ccc(C(=O)CN2C(=O)NC3(CCc4ccccc43)C2=O)cc1 (configuration not stated) | -26% | 6% | 11% | ? | -41%[inhibitor] | -49%[inhibitor] | ? | 11%
COC(=O)c1cscc1NC(C)=O | 5% | 0% | 7% | -12% | -16%[57.5 µM] | -4% | -19% | 6%
CC(C)[N+](C)(CCOC(=O)C1c2ccccc2Oc2ccccc21)C(C)C | 15% | -11%&1% | -16% | 3% | 0% | -3% | -50% | -1%
NC(=O)CN(c1ccc(Cl)cc1)S(=O)(=O)c1ccccc1 | -2% | -1% | 6% | -3% | i | 8% | 15% | 7%
COCCCN1C(=O)c2ccc(C(=O)OCC(=O)N(CCC#N)c3cc(C)cc(C)c3)cc2C1=O | -3% | 0% | -1% | -5% | -7% | 26% | 36% | 1%
CNC(=O)CN(c1cccc2ccccc12)S(C)(=O)=O | 5% | -6% | 0% | 9% | i | -19% | 9% | 2%

Some of the entries so far, with tabs:
SMILES	EPAC2 antag	aSyn rescue	EPAC1 ag	EPAC1 antag	PTHR1 ag	TDP-43 yeast inh	FUS suppressor	EPAC2 agonist
NC(=O)CN(c1ccc(Cl)cc1)S(=O)(=O)c1ccccc1	-2%	-1%	6%	-3%	i	8%	15%	7%
COCCCN1C(=O)c2ccc(C(=O)OCC(=O)N(CCC#N)c3cc(C)cc(C)c3)cc2C1=O	-3%	0%	-1%	-5%	-7%	26%	36%	1%

Complete entries, quoted from the list.
`COC(=O)c1cc2oc3ccccc3c2n1Cc1ccccn1` in the list: EPAC2 antag = -29%; aSyn rescue = -20%; EPAC1 ag = 5%; EPAC1 antag = -10%; PTHR1 ag = -13%[57.5 µM]; TDP-43 yeast inh = 13µM*; FUS suppressor = 5%; EPAC2 agonist = 10%
`COc1ccc(NC(=O)C(CCSC)NC(N)=O)cc1NS(=O)(=O)c1ccc(F)cc1` (configuration not stated) in the list: EPAC2 antag = 16%; aSyn rescue = 7%; EPAC1 ag = -7%; EPAC1 antag = -18%; PTHR1 ag = i; TDP-43 yeast inh = 10%; FUS suppressor = 9%; EPAC2 agonist = -8%

Further compounds follow:
SMILES | EPAC2 antag | aSyn rescue | EPAC1 ag | EPAC1 antag | PTHR1 ag | TDP-43 yeast inh | FUS suppressor | EPAC2 agonist
COc1ccc(N2CCN(C(=O)c3ccc(CNS(=O)(=O)c4cc(C)ccc4C)cc3)CC2)cc1 | -9% | 11% | 9% | -9% | -43%[inhibitor] | 23% | . | 3%
Cc1[nH]c(=O)c(C#N)c(C)c1Br | -3% | -5% | 6% | 4% | i | -16% | -9% | 9%
Cc1cccc(C)c1NC(=O)c1cccc(N2C(=O)C3CCC(C)CC3C2=O)c1 (configuration not stated) | 19% | 3% | -6% | 4% | -10% | -19% | . | 2%
C[C@H](CO)N1C[C@H](C)[C@@H](CN(C)Cc2cccc3c2OCCCO3)OCc2cnnn2CCCC1=O | 21% | 10% | -12% | 10% | 5% | -14% | 21% | 10%
Cc1ccc(C)c(NS(=O)(=O)c2ccc(OCC(=O)N3CCCC3)cc2)c1 | -1% | -3% | 7% | -2% | -24%[57.5 µM] | -16% | 22% | 5%
C/C(=N/NC(=O)c1ccncc1)c1ccc(NC(=O)c2ccc(Cl)cc2Cl)cc1 | 10% | -2% | -14% | 8% | -13% | -5% | 12% | 6%
N#Cc1ccccc1OCC(=O)Nc1nc(-c2ccccn2)cs1 | 8% | ? | 7% | -7% | -39%[inhibitor] | 25µM* | -13% | 6%
COc1ccccc1CNC(=O)C1CCCN(c2cnccn2)C1 (configuration not stated) | 1% | -9% | 1% | -6% | -19% | -8% | 8% | 9%
O=S(=O)(Nc1ccccc1)c1ccc(NS(=O)(=O)c2c(F)cccc2F)cc1 | -11% | 1% | 4% | 7% | -25% | -21% | 13% | 5%
CCC(CO)n1c(SCc2cc(=O)oc3cc(C)ccc23)nc2ccccc2c1=O (configuration not stated) | -4% | ? | 16% | -6% | -6%[57.5 µM] | ? | ? | 20%
CC(C)C(NC(=O)c1ccc(S(=O)(=O)N2CCOCC2)cc1)c1nc2ccccc2[nH]1 (configuration not stated) | 14% | -11% | -2% | 1% | -8%[57.5 µM] | -5% | 11% | -2%
CCOC(=O)c1[nH]c2cc(OC)c(OC)cc2c1N | 9% | 7% | -8% | 1% | -2%[57.5 µM] | 7% | 18% | -2%
O=C(NO)c1ccc(OC(F)F)cc1 | 10% | 2% | -2% | 8% | 19% | -23% | . | 8%
Cc1ccccc1N1C(=O)[C@@H]2Cc3ccccc3CN2C1=O | 0% | -1% | 5% | -3% | -7%[57.5 µM] | 26% | 22% | 7%
CCC(C)NC(=O)c1ccccc1NC(=O)c1ccc(CSc2ccccc2)cc1 (configuration not stated) | 4% | 5% | 5% | -9% | i | 3% | . | 5%
c1ccc(-c2nnc3ccc(N4CCC5(CC4)OCCO5)nn23)cc1 | -2% | -1% | 7% | 10% | -23%[57.5 µM] | -2% | 16% | 3%
COc1cccc(CNC(=O)C2CCN(S(=O)(=O)c3ccc4c(c3)CC(C)N4C(C)=O)CC2)c1 (configuration not stated) | -3% | 4% | -9% | 7% | -45%[inhibitor] | 5% | 29% | -2%
COc1ccc(S(=O)(=O)N2CCCCC2)cc1NC(=O)CCCOc1ccccc1 | -5% | 0% | -1% | -20% | -4% | -13% | -8% | 23%
COc1ccccc1OC(=O)Cc1cccc2ccccc12 | -22% | 0% | 7% | -5% | ? | 0% | -5% | 3%
COc1ccc(-c2noc(N3CCCC(C(=O)Nc4cc(F)ccc4F)C3)n2)cc1 (configuration not stated) | -3% | -2% | -15% | -4% | -11% | 0% | -8% | -9%
COC(=O)c1cccc(NS(=O)(=O)c2ccc(OC)c(C(=O)N3CCOCC3)c2)c1C | 4% | 0% | 7% | 11% | -14% | 23% | 11% | 14%
CCC(Sc1nc(-c2ccccc2)c(-c2ccccc2)[nH]1)C(=O)O (configuration not stated) | -9% | 2% | 3% | -12% | -2% | -2% | 18% | 6%
CC1=NOC(=O)/C1=C/c1ccc(O)cc1 | 26% | 0% | -1% | 5% | i | 6% | -13% | 0%
COc1ccc(OCC(=O)Nc2ccccc2C(=O)N2CCCC2)cc1 | 1% | -2% | 11% | -2% | i | 1% | 17% | -3%
CCNC(=O)/C(=C\c1ccccc1)NC(=O)/C=C/c1ccccc1 | -9% | 0% | -4% | -7% | i | 0% | . | 2%
O=C(Nc1ccc2c(c1)OCCO2)c1ccc(CN2CCOCC2)cc1 | -2% | -6% | 2% | -6% | -27% | 13% | 1% | -4%
COc1ccc(NC(=O)c2[nH]ncc2[N+](=O)[O-])cc1 | -14% | -8% | 1% | -2% | i | -4% | -20% | 9%
CC(=O)Nc1c(O)nc(SCC(=O)Nc2ccc(C(C)=O)cc2)[nH]c1=O | -1% | 0% | 4% | -20% | i | -4% | 29% | 5%
COCCNc1nc(NCCOc2ccccc2Cl)c2sc(-c3ccccc3)cc2n1 | 11% | -8% | -11% | 5% | -3% | -1% | -6% | 5%
COc1ccc(NC(=O)c2cc(Cl)ccc2Cl)c([N+](=O)[O-])c1 | 9% | 2% | 8% | -4% | i | 18% | -22% | 2%
COc1cccc(NC(=O)CN(C)C(C)C(=O)NC(=O)NC2CCCCC2)c1 (configuration not stated) | 9% | 1% | -9% | -6% | -14% | 4% | 3% | 9%
CCCNC(=O)C1(C)CCCN(C(=O)C(c2ccccc2)c2ccccc2)C1 (configuration not stated) | 2% | 2% | 4% | 9% | i | 19% | 4% | -1%
CCOC(=O)CN(C)C(=O)CCc1nnc(-c2ccsc2)o1 | 4% | -4% | -1% | -5% | -2% | -3%[0.397 µM] | 10% | 0%
CC(CC(=O)Nc1ncc([N+](=O)[O-])s1)c1ccccc1 (configuration not stated) | ? | -23% | 4% | -18% | -17% | ? | 9% | 8%
N#Cc1ccncc1Sc1ccc(Cl)cc1 | -11% | 22% | -7% | 2% | -34% | 18µM* | 6% | 0%
CCOCCCNC(=O)C(NC(=O)CNC(=O)c1ccccc1)c1ccc(OC)cc1 (configuration not stated) | 0% | 1% | 1% | 10% | -27% | -4% | -1% | -5%
CC1(C(=O)NC2CCCCCCC2)CCC(=O)N1CCN1CCOCC1 (configuration not stated) | 4% | 3% | 3% | 0% | i | -8% | -10% | 17%
